Screening data: PubChem, The Scripps Research Institute Molecular Screening Center
OX1R antag-1: OX1R (HCRTR1) antagonists, primary screen, fluorescence, CHO/OX1R cells, Fluo-8 calcium, orexin A; inhibition, % at 5 µM; 330,000 compounds, 0.43% hits; Orexin/Hypocretin receptor type 1 (Homo sapiens), O43613; Fluo-8 calcium fluorescence; AID 434989, 2010;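 active = inhibition above its plate's threshold, mean inhibition of all tested compounds on the plate plus 3 SD, cut at about 37% in these data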;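 note: 0% = orexin A challenge wells and 100% = SB-334867-A antagonist wells; not every result past the cut was called active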
Target sequence (O43613 whole entry, looked up): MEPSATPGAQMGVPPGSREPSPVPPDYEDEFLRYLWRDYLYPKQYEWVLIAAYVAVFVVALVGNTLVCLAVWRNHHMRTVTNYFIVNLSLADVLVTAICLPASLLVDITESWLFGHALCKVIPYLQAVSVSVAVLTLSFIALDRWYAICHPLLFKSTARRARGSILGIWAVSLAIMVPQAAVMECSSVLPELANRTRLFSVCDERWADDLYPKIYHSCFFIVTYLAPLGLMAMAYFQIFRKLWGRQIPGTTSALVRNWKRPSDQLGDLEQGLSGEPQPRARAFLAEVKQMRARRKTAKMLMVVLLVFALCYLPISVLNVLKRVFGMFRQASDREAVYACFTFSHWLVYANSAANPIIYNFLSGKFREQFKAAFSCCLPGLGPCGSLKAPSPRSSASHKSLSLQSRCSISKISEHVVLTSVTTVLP
OX1R antag-2: antagonists of human orexin 1 receptor (OX1R); Orexin/Hypocretin receptor type 1 (Homo sapiens), O43613; inhibition, % at 6.6 µM; AID 485270, 2010; 330,000 compounds, 1.8% hits; OX1R-expressing cells, FRET antagonist read-out; in the data active = inhibition mostly above about 38%, no sharp cut-off; inactive = mostly below about 40%;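 note: 0% = agonist challenge alone and 100% = reference antagonist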
* hit, by the source's call.

OX1R antag-1	OX1R antag-2	Compound
-14	1	CCOC(=O)c1cc(NC(=O)CN2CCCC2)cc(C(=O)OCC)c1
-20	12	Cc1ccc(/C=C/C(=O)OCC(=O)c2ccc3c(c2)NC(=O)CO3)o1
-23	45	COc1ccc(C)cc1N(CC(=O)O)S(=O)(=O)c1ccc(C)cc1
-8	57	O=[N+]([O-])c1cccc(N=NN(CCO)c2cccc([N+](=O)[O-])c2)c1
-25	10	CCC(C)(C)NC(=O)CN(Cc1ccc(OC)cc1)C(=O)CCC(=O)Nc1nccs1
-12	23	COCCCN1C(=O)C(=O)/C(=C(/O)c2ccc(OC)cc2C)C1c1cccnc1 (stereo unspecified)
1	10	COCc1nnc(NS(=O)(=O)c2ccc(NC(C)=O)cc2)s1
-10	14	c1ccc(CCn2nnnc2C(c2cccnc2)N2CCOCC2)cc1 (stereo unspecified)
-10	4	Cc1cc(C)nc(/N=C2\NC(=O)CC(C(=O)O)N2c2ccc(Cl)cc2)n1 (stereo unspecified)
-4	62	CCOc1ccc2nc(COC(=O)c3ccco3)c(C(C)=O)[n+]([O-])c2c1
-22	25	NS(=O)(=O)c1ccc(NC(=S)Nc2ccc(C(=O)N3CCCCC3)cc2)cc1
-2	13	COc1cc(C#Cc2c(-c3cncn3C)n(C)c3ccc(Br)cc23)cc(OC)c1

Overlap with the part before: six compounds, followed by the next part.
OX1R antag-1	OX1R antag-2	Compound
1	10	COCc1nnc(NS(=O)(=O)c2ccc(NC(C)=O)cc2)s1
-10	14	c1ccc(CCn2nnnc2C(c2cccnc2)N2CCOCC2)cc1 (stereo unspecified)
-10	4	Cc1cc(C)nc(/N=C2\NC(=O)CC(C(=O)O)N2c2ccc(Cl)cc2)n1 (stereo unspecified)
-4	62	CCOc1ccc2nc(COC(=O)c3ccco3)c(C(C)=O)[n+]([O-])c2c1
-22	25	NS(=O)(=O)c1ccc(NC(=S)Nc2ccc(C(=O)N3CCCCC3)cc2)cc1
-2	13	COc1cc(C#Cc2c(-c3cncn3C)n(C)c3ccc(Br)cc23)cc(OC)c1
-10	23	COC(=O)N/N=C\c1c(C)[nH]n(-c2ccccc2)c1=O
-12	13	CC1(c2ccccc2Cl)NC(=O)N(CC(=O)NCc2ccco2)C1=O (stereo unspecified)
-9	16	COc1ccc(N2CCN(C(=O)CSc3nnc(-c4cccnc4)n3-c3ccc(F)cc3)CC2)cc1
-18	6	CCn1c(SCC(=O)N2CCCCC2)nc2c(c1=O)SC(C)C2 (stereo unspecified)
-29	20	CCN(Cc1ccccc1)C(=O)c1cccc(S(=O)(=O)N2CCN(c3ccccc3)CC2)c1
-4	16	Cc1ccc(CC(=O)N2CCN(c3ccccc3F)CC2)cc1
-56	9	CCOC(=O)N1CCN(C(=O)Cn2ccc3c(OC)cccc3c2=O)CC1
-7	28	CCCc1c(C)nn(C(=O)/C(C#N)=N/Nc2ccccc2[N+](=O)[O-])c1C
-30	20	c1ccc(C2Nc3ccccc3-c3nc4ccccc4n32)nc1 (stereo unspecified)
-25	24	O=C(COC(=O)C1CCN(c2ccc(C(F)(F)F)cn2)CC1)NC1CCCCC1
-13	16	CC(C)(C)OC(=O)NNC(=O)c1ccc(Cl)cc1
7	12	O=C(c1cc2ccccc2c(=O)o1)N1CCCc2ccccc21
-18	13	CCCNC(=O)c1cc(-c2ccc3c(c2)OCO3)on1
-27	15	Cc1cc(C)c(C#N)c(SCC(O)COc2ccc(Br)cc2)n1 (stereo unspecified)
-13	1	CCC1(c2ccc(Cl)cc2)NC(=O)N(Cc2ccc(C(=O)OC)cc2)C1=O (stereo unspecified)
-8	19	CCOc1ccc(NC(=S)Nc2cc(-c3ccccc3)[nH]n2)cc1
-40	18	CC(C)Oc1cccc(C(=O)C2CCCN(C(=O)c3csnn3)C2)c1 (stereo unspecified)
-1	5	CCn1c(=O)n(CC(=O)NCC2CCCO2)c(=O)c2c3c(sc21)CCCC3 (stereo unspecified)
-16	6	COc1ccc(OC)c(NC(=O)CSc2nnc(N)s2)c1
-27	18	COc1ccc(C(=O)COC(=O)c2cccnc2SC)cc1
-23	16	O=C1CC(=C(c2ccccc2)c2ccccc2)C(=O)N1CCCCN1CCN(c2ccccc2)CC1
-19	14	C/C(=N\N)c1c(-c2ccccc2)c2cc(C)ccc2[nH]c1=O
10	13	O=C(COC(=O)C1CC2C=CC1C2)Nc1ccccc1 (stereo unspecified)
19	49	Cc1nc2sc(-c3ccccc3)cc2c(=O)n1-n1cccc1
10	4	O=C(C[C@@H]1C/C=C\CCCC(=O)OC[C@@H]2CCCN2C1=O)NCCO
-23	29	CCOc1ccc2[nH]c(=O)c(CN(Cc3cccs3)Cc3nnnn3C(C)(C)C)cc2c1
4	4	COCc1cc(=O)n2[nH]cc(-c3ccccc3)c2n1
-7	8	CCN(CC)C(=O)COc1coc(CN2CCN(Cc3ccccc3)CC2)cc1=O
-3	0	COC(=O)[C@@H](NC(=O)NC1CCCCC1C)C(C)C (stereo partly specified)
-29	3	COc1ccc(C(=O)NCCc2ccccn2)cc1S(=O)(=O)Nc1ccc(Br)cc1
-26	16	CCCc1cc(=O)oc2cc(OC(=O)CN3C(=O)NC4(CCCC4)C3=O)ccc12
-11	32	COc1ccc(/C=C2\N=C(c3ccccc3)N(c3ccc(C(=O)O)cc3)C2=O)cc1OC
-13	11	Cc1ccc(C)c(NC(=O)CN(C)C(=O)Cc2ccccc2)c1
-10	12	CCOC(=O)/C(C#N)=C/c1ccc(OCC(=O)Nc2ccc(C)c(C)c2)c(OC)c1
-22	27	COc1ccccc1-c1nnc(Sc2nc([N+](=O)[O-])nn2C)o1
-11	3	O=C(COC(=O)CNC(=O)c1ccco1)NCc1ccc(F)cc1
-21	17	O=C(Nc1ccccc1)N1CCc2scc[n+]2-c2ccccc21
-22	3	CCN(Cc1nc2ccccc2c(=O)[nH]1)C(=O)c1cc(C2CC2)nn1-c1ccccc1
-21	14	O=C(O)C1CC=CCC1C(=O)NNc1c(Cl)cc(Cl)cc1Cl (stereo unspecified)
-20	9	Cc1ccc(F)cc1NC(=O)CCc1c(C)[nH]c(=O)c(C#N)c1C
-14	19	O=C(Nc1ccc(NC(=O)C2CC2)nc1)c1cccc(F)c1
-34	24	CCc1ccc(S(=O)(=O)Nc2ccc(O)c3ccccc23)cc1
-9	-3	COC(=O)CCC(=O)Oc1ccc(OC(=O)CCC(=O)OC)cc1
-14	21	Cc1ccc(NC(=O)c2cn(-c3cccc(C)n3)cn2)cc1
-16	7	CCN1C(=O)[C@@H]2[C@@H](c3ccc(-c4ccc(C(C)=O)cc4)c(OC)c3)N3CCC[C@@]3(C(=O)OC)[C@@H]2C1=O
1	34	O=C(NC(NC(=S)Nc1cccc(C(=O)O)c1)C(Cl)(Cl)Cl)OCc1ccccc1 (stereo unspecified)
-10	19	CC1CCC2(CC1)NC(=O)N(Cc1nnc(-c3cccs3)o1)C2=O (stereo unspecified)
-11	12	CC(SCC(=O)Nc1ccccc1)c1nc2ccccc2c(=O)[nH]1 (stereo unspecified)
-28	13	Cc1cccc(NC(=O)N(Cc2cc3cc(C)cc(C)c3[nH]c2=O)CC2COCCO2)c1 (stereo unspecified)
-10	21	Cn1c(SCC(=O)Nc2cc(S(=O)(=O)N3CCOCC3)ccc2N2CCOCC2)nnc1-c1ccncc1
-14	22	O=C1/C(=C\c2ccncc2)CCc2ccccc21
-6	20	Cc1ccc(NC(=O)CSc2nnc(CNC(=O)c3ccco3)n2C)cc1C
-18	-5	CC(=O)c1sc(NC(=O)C2COc3ccccc3O2)nc1C (stereo unspecified)
-28	15	Cc1ccc(C)c(N(Cc2cc3ccc(C)cc3[nH]c2=O)C(=O)c2ccco2)c1
-11	12	CCn1c(SCC(=O)NNC(=O)c2ccc(C)cc2)nnc1C(C)C
-2	6	Cc1nccn1CC(=O)c1ccc(O)c(O)c1
-23	23	C=CCc1ccc(OCCOc2cccc3cccnc23)c(OC)c1
-3	15	CC1Cc2ccccc2N1C(=O)c1cnc2ccccn2c1=O (stereo unspecified)
-4	5	CC(C)c1ccc(NC(=S)NNC(=O)C2CC2)cc1
-14	20	CCOC(=O)c1c(C)[nH]c(C)c1C(=O)CSc1nnc(-c2ccco2)n1Cc1ccccc1

Next section:
OX1R antag-1	OX1R antag-2	Compound
-28	7	Cc1cc(NC(=O)/C(C#N)=C/c2ccco2)n(-c2ccccc2)n1
6	14	CCOC(=O)/C(=C\c1cccc(O)c1)c1nc2sc(C)c(C)c2c(=O)[nH]1
-40	16	COc1ccc(C2C3=C(CC(C)(C)CC3=O)Oc3ncn(CCCn4ccnc4)c(=N)c32)cc1 (stereo unspecified)
-20	12	CCOCc1c(C(=O)OCC(=O)NCc2ccc(F)cc2)oc2ccccc12
0	12	COC(=O)CCCNC(=O)c1ccc(OS(=O)(=O)c2cc([N+](=O)[O-])ccc2C)cc1
-14	-3	COc1ccc2c(c1OC)C(=O)OC2Nc1nc2ccccc2s1 (stereo unspecified)
-17	14	CCN(CC(=O)NCc1ccc(Cl)cc1)C(=O)CSCC(=O)Nc1cccc(C)c1
-8	37	O=c1cc(-c2ccccc2Cl)oc2c(NS(=O)(=O)c3ccccc3C(F)(F)F)ccc(O)c12
-8	9	Cc1cc(C)nc(N2CCCC(C(=O)Nc3nnc(C)s3)C2)n1 (stereo unspecified)
-6	2	O=C(CN1C(=O)/C(=C2/SC(=S)N(CCS(=O)(=O)O)C2=O)c2ccccc21)Nc1cccc(Br)c1
-32	39	Clc1ccc(C2[C@H]3CN(Cc4cccnc4)[C@H](c4ccccc4)C34CC2(c2ccccc2)C4)cn1 (stereo partly specified)
2	23	CC(=O)c1ccc(OCc2cc(C(=O)NC3CCCCC3)no2)cc1

Pulled by compound from the entries so far:
OX1R antag-1	OX1R antag-2	Compound
-8	9	Cc1cc(C)nc(N2CCCC(C(=O)Nc3nnc(C)s3)C2)n1 (stereo unspecified)
0	12	COC(=O)CCCNC(=O)c1ccc(OS(=O)(=O)c2cc([N+](=O)[O-])ccc2C)cc1
-20	12	CCOCc1c(C(=O)OCC(=O)NCc2ccc(F)cc2)oc2ccccc12
2	23	CC(=O)c1ccc(OCc2cc(C(=O)NC3CCCCC3)no2)cc1
-17	14	CCN(CC(=O)NCc1ccc(Cl)cc1)C(=O)CSCC(=O)Nc1cccc(C)c1
-6	2	O=C(CN1C(=O)/C(=C2/SC(=S)N(CCS(=O)(=O)O)C2=O)c2ccccc21)Nc1cccc(Br)c1

Remaining list, next part.
OX1R antag-1	OX1R antag-2	Compound
-15	21	CCOc1ccccc1NC(=O)c1nnn(CC(=O)Nc2ccc3c(c2)OCO3)c1N
-28	12	O=C(c1ccc(=O)n(Cc2ccccc2)n1)N1CCN(C/C=C/c2ccccc2)CC1
-21	26	CCn1c(SCC(=O)c2c[nH]c3ccccc23)nc2cc(S(=O)(=O)N3CCOCC3)ccc21
-6	-11	COc1ccc(S(=O)(=O)N2CCN(C)CC2)cc1
4	7	Cn1c(NC(=O)c2ccc(F)c(F)c2)cc(=O)n(C)c1=O
-23	4	CC(C(=O)OCC(=O)c1ccccc1)N1C(=O)C2C3CCC(C3)C2C1=O (stereo unspecified)
-23	32	Cc1cc(NC(=O)C2CCCCC2)n(-c2nc3ccccc3[nH]2)n1
-4	12	Cc1cc(C)cc(N(CCC#N)C(=O)COC(=O)c2nc3nc(C)cc(C)n3n2)c1
-10	17	CCc1cc(-c2[nH]ncc2-c2ccc([N+](=O)[O-])cc2)c(O)cc1OC
-24	17	COc1ccc(-c2onc(C)c2-c2cnn(-c3ccccc3)c2)c(O)c1
-9	25	O=C(NCc1ccccn1)c1cccc(S(=O)(=O)Nc2ccc(SC(F)F)cc2)c1
-16	-2	COc1ccc(C(CNC(=O)c2cc3c(s2)CCCC3)N2CCOCC2)cc1 (stereo unspecified)
-8	13	O=C(NS(=O)(=O)c1ccccc1)c1cccc(Br)c1
13	21	O=C(O)c1cc(NN=Nc2cccc([N+](=O)[O-])c2)cc([N+](=O)[O-])c1
0	0	S=C(NCCCn1ccnc1)NC1CCCCC1
-12	14	O=C(O)c1ccccc1NN=C1CCCCC1
-26	20	CN(Cc1ccccc1)c1nc2nonc2nc1N1CCCC(CN2CCCC2=O)C1 (stereo unspecified)
10	2	Cc1ccc2nc(-c3ccc(NC(=O)COC(=O)c4ccco4)cc3)sc2c1
-3	27	O=C(c1ccccc1Br)N1CCN(c2ccc([N+](=O)[O-])c(N3CCOCC3)c2)CC1
-9	13	Cc1ccc(C(=O)NCCCNc2ccc(C(F)(F)F)cc2[N+](=O)[O-])cc1
-4	15	CCOC(=O)CNC(=O)CCCCCC(=O)NCC(=O)OCC
-4	5	Cc1ccc(NC(=O)CSc2ccc(S(=O)(=O)N3CCCC3)cn2)cc1F
-4	7	Cc1cc(=O)[nH]c(N/N=C/C2=C(N3CCOCC3)C(=C\c3ccc(Cl)cc3)/CC2)n1
0	12	O=C(Nc1cc(N2CCOCC2)ncn1)NC1(C(F)(F)F)Oc2ccccc2O1
27	20	Cc1cccc(N2CCN(C(=O)c3ccc(S(=O)(=O)N(C)c4ccccc4)cc3)CC2)c1C
-19	26	O/N=C1\CCCc2ccccc21
-22	9	Cc1cc(F)ccc1NC(=O)c1cc(S(=O)(=O)N2CCOCC2)cn1C
-17	7	CNC[C@H]1Oc2c(NS(=O)(=O)c3ccccc3)cccc2C(=O)N([C@H](C)CO)C[C@@H]1C
-30	4	O=C1OCCC1Sc1nnc(-c2cccs2)n1Cc1ccccc1 (stereo unspecified)
-14	0	CCC(=O)Nc1nnc(CCc2ccccc2)s1
-7	14	C=CCn1c(Sc2nncn2C)nc2c1c(=O)[nH]c(=O)n2C
-14	9	COc1ccc(NC(=O)CN(c2ccc(OC)c(Cl)c2)S(=O)(=O)c2ccccc2)cc1
